Cdc25B inh – human M-phase inducer phosphatase 2 inhibition | recombinant Cdc25B, OMFP fluorescence Ex485/Em525 | AID 368 | inhibition, %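 (compounds tested at 10 µM final in the well)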 | P30305 | 0.1% of 65,000 active; in the data active means inhibition above about 50%
D1 mod – D1 dopamine receptor (human) allosteric modulation; P21728; 5.9% of 58,000 active; B-score at 10 µM; HEK293 D1, CRE-luciferase, dopamine EC30 potentiation; actives deviate in either direction;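 active means luminescence count or its row- and column-corrected plate score outside the 99.7% band of the plate's sample wells, on either side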
HER2 expr 66K – inhibitors of human Her2 kinase expression; HER2 level % of control, % at 10 µM; 0.69% of 65,000 active; P04626; SKBR-3 HER2 protein level, AlphaScreen, 18-24 h; active compounds read low;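 active means HER2 level under 5% of the carrier-only control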;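 further: 100% = DMSO carrier and 0% = 500 nM PU-H71 HSP90 inhibitor; lower value means stronger loss of Her2 protein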
Target sequence (P04626 whole entry, looked up): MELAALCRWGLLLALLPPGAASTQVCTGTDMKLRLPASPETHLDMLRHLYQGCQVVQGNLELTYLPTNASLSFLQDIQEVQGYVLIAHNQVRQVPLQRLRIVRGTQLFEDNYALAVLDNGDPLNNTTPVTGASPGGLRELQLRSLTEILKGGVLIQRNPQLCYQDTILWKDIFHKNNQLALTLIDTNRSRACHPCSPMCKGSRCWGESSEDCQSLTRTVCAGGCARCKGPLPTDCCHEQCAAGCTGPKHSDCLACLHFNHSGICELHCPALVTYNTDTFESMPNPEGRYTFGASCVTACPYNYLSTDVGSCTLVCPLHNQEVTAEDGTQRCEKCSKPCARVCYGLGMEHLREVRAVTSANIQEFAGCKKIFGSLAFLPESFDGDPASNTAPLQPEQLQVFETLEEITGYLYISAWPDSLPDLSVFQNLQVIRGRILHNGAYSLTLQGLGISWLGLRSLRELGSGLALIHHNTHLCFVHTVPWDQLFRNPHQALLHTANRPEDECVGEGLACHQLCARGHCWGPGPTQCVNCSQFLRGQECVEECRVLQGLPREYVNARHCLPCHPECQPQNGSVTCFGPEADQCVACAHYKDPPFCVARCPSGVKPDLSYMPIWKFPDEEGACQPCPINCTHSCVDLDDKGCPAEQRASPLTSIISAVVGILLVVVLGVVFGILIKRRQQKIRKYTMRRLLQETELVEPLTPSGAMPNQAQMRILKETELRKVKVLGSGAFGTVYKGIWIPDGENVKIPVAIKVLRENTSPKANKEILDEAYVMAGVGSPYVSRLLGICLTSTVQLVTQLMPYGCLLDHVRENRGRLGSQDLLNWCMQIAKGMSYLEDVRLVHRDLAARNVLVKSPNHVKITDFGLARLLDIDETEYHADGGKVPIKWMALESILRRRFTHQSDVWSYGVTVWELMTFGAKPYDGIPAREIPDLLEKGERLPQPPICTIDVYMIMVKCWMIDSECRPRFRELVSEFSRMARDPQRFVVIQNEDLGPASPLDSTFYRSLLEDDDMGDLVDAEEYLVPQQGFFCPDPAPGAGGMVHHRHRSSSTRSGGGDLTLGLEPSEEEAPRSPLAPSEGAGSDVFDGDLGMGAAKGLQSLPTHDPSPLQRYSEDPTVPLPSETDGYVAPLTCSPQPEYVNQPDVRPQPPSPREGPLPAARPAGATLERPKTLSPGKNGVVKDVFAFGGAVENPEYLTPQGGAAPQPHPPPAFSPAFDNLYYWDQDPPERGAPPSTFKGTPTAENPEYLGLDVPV
SF1 activator – activators of human nuclear receptor SF-1 | activation, % at 10 µM | CHO-K1 Gal4-SF-1 LBD luciferase reporter; % increase over DMSO SF-1-specific signal | 1.9% of 65,000 active | Q13285;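 active means activation above the mean activation of all tested compounds plus 3 SD, cut at about 50% in these data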
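material = CHO-K1 cells with Gal4–hSF-1 LBD chimera plus Gal4-driven luciferase | compound = 10 µM single point, 1% DMSO | incubation = 20 h compound exposure at 37 °C after 1 h cell settling | measured by = SteadyLite luciferase luminescence | evaluation = percent activation relative to DMSO median and mock-transfected background | control set = DMSO negative control and −SF1 background wells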
TNAP act DEA – human TNAP activation, intermediate phosphate acceptor; P05186; purified TNAP, CDP-star luminescence, 100 mM DEA, 30 min; active compounds read high; scale: 0 levamisole-inhibited, 1 vehicle-only enzyme; activation factor at 20 µM; 64,000 tested, under 10 active;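 active means activation factor of at least 2 at 20 µM, relative to controls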
Hsp90 block – displaces geldanamycin probe from tumor Hsp90; P07900; NCI-N417 lysate Hsp90, Cy3B-geldanamycin FP displacement; inhibition, % at 30 µM; 0.35% of 64,000 active; AID 429;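 active means inhibition above 50%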;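 further: 0% = tracer plus lysate wells and 100% = tracer alone without lysate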
FXIIa mix inh – inhibitors of human coagulation factor XIIa, pooled mixtures; AID 684; purified FXIIa, fluorogenic substrate; inhibition, % at 5 µM; 0.2% of 62,000 active; P00748; in the data active means inhibition above about 20%, passing the limit was not always enough;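 further: 0% = enzyme without compound and 100% = no enzyme blank; some results filed as inactive read as strong as hits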
RORa activator – RORA (human) activation. CHO-K1 Gal4-RORA LBD luciferase reporter, luminescence; percent increase over mock-subtracted basal signal. AID 560. activation, % at 10 µM. 1.5% of 65,000 active;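 active means activation above the mean of all tested compounds plus 3 SD, cut at about 49% in these data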;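 further: 0% = DMSO-treated RORA cells and 100% = added signal equal to DMSO minus mock-transfected cells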
MKP-1 inh – blocks human MKP-1 phosphatase activity; 0.15% of 65,000 active; recombinant MKP-1, OMFP hydrolysis fluorescence; AID 374; inhibition, %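 (compounds tested at a single concentration somewhere between 10 and 100 µM)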; P28562;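 active means inhibition above about 50%, limit read from the data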;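 further: 0% = DMSO max control wells and 100% = wells with enzyme stopped by NaOH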
* hit, by the source's call; x = not tested or not shown. The order is random; 8.9% or so of the library scored in one or more.

[1] CN(C)CC(O)COc1ccc(-c2ccc(C#N)cc2)cc1 (configuration not stated)
[2] CCCC(=O)Nc1nc2ccc(OC)cc2s1
[3] O=C(Nc1cc(Cl)ccc1O)C1CCCO1 (configuration not stated)
[4] CCOC(=O)c1cc2c(=O)n3ccccc3nc2n(CC(C)C)c1=NC(=O)c1ccco1
[5] CC(C)C1Oc2ccccc2N(CC(=O)NCCCN2C(C)CCCC2C)C1=O (configuration not stated)
[6] COc1ccccc1N(CC(=O)Nc1c(C)cccc1C)S(C)(=O)=O
[7] O=C(OCc1cc2ccccc2[nH]c1=O)c1ccccc1
[8] O=C(CCCCCN1C(=O)CCC1=O)Nc1ccc2c(c1)OCO2
[9] CC(C)(C)c1[nH]nc2c1C(c1cccnc1)C(C#N)=C(N)O2 (configuration not stated)
[10] COc1ccccc1NC(=O)C(CCS(C)(=O)=O)N1C(=O)c2ccccc2C1=O (configuration not stated)

assay / compound	1	2	3	4	5	6	7	8	9	10
Cdc25B inh	1	-25	5	-8	1	-13	4	-9	2	-3
D1 mod	-0.81	-1.9	-0.22	8.3*	-0.11	-0.08	3.7	0.69	-0.32	1.1
HER2 expr 66K	53	57	88	230	108	128	99	93	110	126
SF1 activator	3	54*	-5	18	-2	x	2	-13	15	-7
TNAP act DEA	0.9	0.9	0.9	0.9	0.9	0.9	0.9	1	0.9	0.9
Hsp90 block	-2	-5	4	-5	-5	x	-2	1	-2	-2
FXIIa mix inh	1	-4	-3	10	2	8	0	23*	-1	12
RORa activator	-18	56*	1	-3	2	x	3	3	6	-9
MKP-1 inh	-11	-8	-3	14	-14	14	-15	-6	11	-17

[11] COc1ccc(N2CCN(c3oc(-c4ccco4)nc3C#N)CC2)cc1
[12] COc1ccc2c(CC(=O)OCC(=O)N3CCc4ccccc43)coc2c1
[13] Cc1nn(-c2ccc(F)cc2)c2sc(C(=O)O)cc12
[14] O=C(CN1CCCCC1)Nc1cccc(Br)c1
[15] COc1ccc(OCCn2c(=N)n(CCO)c3ccccc32)cc1
[16] CC(=O)c1ccc(OC(=O)c2cccs2)cc1
[17] Cc1cc(C)c2c(n1)nn1c(N3CCN(c4ccccc4)CC3)cc(C)nc21
[18] COCCn1c(SCC(=O)NCc2cccs2)nnc1-c1ccc(OC)cc1
[19] COC(=O)C1=C(CN2CCN(C)CC2)NC(=O)NC1c1cc(C)ccc1C (configuration not stated)
[20] c1ccc(-c2nc(Sc3ncnc4c3cnn4-c3ccccc3)n[nH]2)cc1

assay / compound	11	12	13	14	15	16	17	18	19	20
Cdc25B inh	-20	-17	-5	3	-2	1	-6	0	-2	1
D1 mod	0.63	-0.16	0.62	x	0.056	-0.46	-4.1*	-0.36	-0.43	-2.1
HER2 expr 66K	100	64	100	98	80	87	81	67	88	30
SF1 activator	-6	-6	11	-8	-8	-4	-14	-16	-3	-4
TNAP act DEA	0.9	x	1	0.9	0.9	0.8	0.9	1	1	0.9
Hsp90 block	-1	2	-3	-2	1	-3	-2	-4	3	-4
FXIIa mix inh	-4	4	12	x	4	20	-8	3	-18	0
RORa activator	-4	-17	-3	-15	12	12	2	19	-13	10
MKP-1 inh	-23	15	12	5	7	-1	20	26	4	6

[21] COC(=O)[C@H](C)NC(=O)Nc1cc(OC)ccc1OC
[22] N=c1c2c(-c3ccccc3)c(-c3ccccc3)n(Cc3ccccc3)c2ncn1CCCn1ccnc1
[23] NS(=O)(=O)c1ccc(NC(=O)CN2CCCCC2)cc1
[24] O=C(OCC(=O)N1CCN(C(=O)c2ccco2)CC1)c1ccccc1Cc1ccccc1
[25] COc1ccc(N2CCN(C(=O)CSc3ncnc4c3cnn4-c3ccccc3C)CC2)cc1
[26] Cc1cc2ccc(C)c(C)c2nc1SCC#N
[27] CC1(c2ccc3noc(-c4ccc(Cl)cc4)c3c2)OCCO1
[28] O=C(CN1C(=O)NC2(CCCc3ccccc32)C1=O)N1CCN(C(=O)c2ccco2)CC1 (configuration not stated)
[29] OCC1CCCN(Cc2ccc(-c3ccccc3)cc2)C1 (configuration not stated)
[30] O=C(c1c(Cl)cccc1Cl)N1CCN(c2ccccn2)CC1

assay / compound	21	22	23	24	25	26	27	28	29	30
Cdc25B inh	0	-28	1	-6	1	-3	11	6	0	4
D1 mod	3.6	x	-0.06	-0.02	0.54	-0.4	3.5	0.037	-0.77	0.52
HER2 expr 66K	133	3.3*	87	107	80	88	94	79	116	82
SF1 activator	-8	2	6	32	-14	-5	2	-17	3	3
TNAP act DEA	1	1.5	0.9	1	0.9	0.9	0.9	1	0.9	0.9
Hsp90 block	1	-5	-2	-2	1	1	1	0	-3	1
FXIIa mix inh	11	x	11	2	-1	6	3	16	-21	7
RORa activator	-14	9	-18	11	-6	-16	2	-5	11	-4
MKP-1 inh	10	-13	-20	26	-12	-36	-16	16	3	3

[31] CCC(NC(=O)OC(C)(C)C)C(=O)Oc1ccc2c3c(c(=O)oc2c1)CCC3 (configuration not stated)
[32] COc1ccccc1-c1cc(C(=O)NCc2ccc(Cl)cc2)no1
[33] COc1ccc(Cc2nnc3c4cnn(C)c4ncn23)cc1
[34] CCN(CC)C(=O)c1ccc2c(c1)N(Cc1ccccc1)C(=O)CS2=O (configuration not stated)
[35] O=C1CCCN1c1cc(Cl)ccc1Cl
[36] CN(CC(=O)N1CCc2ccccc2C1)S(=O)(=O)c1ccc2c(c1)c(=O)n(C)c(=O)n2C
[37] COc1ccc(OC)c(N2C(=O)C(Cl)=C(N3CCOCC3)C2=O)c1
[38] COc1cc(C(=O)Nc2ccc(N(C)C)cc2)cc(OC)c1OC
[39] CCc1ccc(C(=O)Nc2ccc(S(=O)(=O)Nc3nc(C)cc(C)n3)cc2)o1
[40] O=C(Nc1cccc(F)c1)C1CCCN1S(=O)(=O)c1cccc2cccnc12 (configuration not stated)

assay / compound	31	32	33	34	35	36	37	38	39	40
Cdc25B inh	2	-13	-9	-14	-22	-1	-1	-14	0	-9
D1 mod	2.3	-0.11	0.54	x	0.34	x	-1.1	-0.27	-1	-0.16
HER2 expr 66K	128	70	140	88	x	65	145	111	86	59
SF1 activator	19	4	11	13	-6	10	7	62*	-4	-1
TNAP act DEA	0.9	0.9	0.7	1	0.9	1	1	0.8	0.9	0.9
Hsp90 block	-7	-2	-2	-3	0	-5	0	2	-4	-2
FXIIa mix inh	11	4	-30	-4	-6	-16	6	4	0	1
RORa activator	-1	-13	8	-23	-5	-11	2	84*	-4	5
MKP-1 inh	-5	2	4	2	-2	10	6	4	7	3

[41] O=C(OCN1C(=O)c2ccccc2C1=O)c1ccccc1
[42] CCOc1cc2c(cc1OCC)C(C(=O)O)C(c1cc(Br)c(O)c(OC)c1)N(C)C2=O (configuration not stated)
[43] CCOC(=O)C1=C(CN2CCOCC2)NC(=O)NC1c1cc(C)ccc1C (configuration not stated)
[44] Cc1ccc(S(=O)(=O)N(Cc2cc3cc4c(cc3[nH]c2=O)OCCO4)CC2CCCO2)cc1 (configuration not stated)
[45] N=c1sccn1CC(=O)Nc1ccccc1Cc1ccccc1
[46] Cc1ccc(-c2ccc(/C=N/c3ncn[nH]3)o2)cc1Cl
[47] Cc1ccc(N)c(C(O)(C(F)(F)F)C(F)(F)F)c1
[48] COc1ccccc1N1CCN(C(=O)C2c3ccccc3Oc3ccccc32)CC1
[49] CC(C)CC(c1nnnn1CCc1ccccc1)N1CCN(C(=O)c2ccco2)CC1 (configuration not stated)
[50] Cc1nc2ccccc2c2c1C(=O)N(C)C2=O

assay / compound	41	42	43	44	45	46	47	48	49	50
Cdc25B inh	0	-1	-2	2	-7	-15	-9	0	-3	-2
D1 mod	1.6	0.45	0.097	0.93	0.03	-2.4	0.69	-0.8	0.041	0.34
HER2 expr 66K	101	85	76	69	81	12	123	33	102	146
SF1 activator	13	1	-13	-26	0	3	18	7	5	-5
TNAP act DEA	0.9	0.9	0.8	0.9	0.9	0.8	0.9	0.9	0.9	0.9
Hsp90 block	0	-3	-2	3	-5	-6	-3	-2	-1	-28
FXIIa mix inh	3	3	-23	8	-4	x	11	-12	14	-4
RORa activator	-14	-3	0	-7	-10	5	1	-18	1	3
MKP-1 inh	-2	-2	-1	5	28	-8	3	-13	-7	12

[51] CCC(C(=O)NC1CCCC1)N(C(=O)Cn1nnc(-c2ccc(C)o2)n1)c1cnc2ccccc2c1 (configuration not stated)
[52] Cc1ccc(NCc2nc3ccccc3n2C)cc1
[53] COC(=O)c1ccc(NS(=O)(=O)N(C)C)cc1
[54] Clc1ccc2nc(SCc3nnc(-c4ccccc4)o3)[nH]c2c1
[55] COc1ccccc1-c1nnc(N(C)C(=O)C2CCCO2)s1 (configuration not stated)
[56] CCCOC(=O)C1=C(C)NC2=C(C(=O)CCC2)C1c1cc(OC)ccc1OC (configuration not stated)

assay / compound	51	52	53	54	55	56
Cdc25B inh	3	0	-1	1	-14	-8
D1 mod	-0.085	-4.1*	0.7	1.9	0.99	-0.39
HER2 expr 66K	-8.5*	93	114	74	97	92
SF1 activator	1	43	3	-12	-3	9
TNAP act DEA	0.9	0.9	0.8	1	0.8	1
Hsp90 block	-1	0	-4	1	2	-1
FXIIa mix inh	4	-6	-20	4	2	0
RORa activator	5	34	-4	-1	-2	-8
MKP-1 inh	15	3	7	7	-15	26

Entries of single compounds as entered above. Values in the order: Cdc25B inh | D1 mod | HER2 expr 66K | SF1 activator | TNAP act DEA | Hsp90 block | FXIIa mix inh | RORa activator | MKP-1 inh
`Cc1ccc(NCc2nc3ccccc3n2C)cc1` is listed as 0 | -4.1* | 93 | 43 | 0.9 | 0 | -6 | 34 | 3
`COC(=O)c1ccc(NS(=O)(=O)N(C)C)cc1` is listed as -1 | 0.7 | 114 | 3 | 0.8 | -4 | -20 | -4 | 7
`COc1ccccc1-c1nnc(N(C)C(=O)C2CCCO2)s1` (configuration not stated) is listed as -14 | 0.99 | 97 | -3 | 0.8 | 2 | 2 | -2 | -15
`CCC(C(=O)NC1CCCC1)N(C(=O)Cn1nnc(-c2ccc(C)o2)n1)c1cnc2ccccc2c1` (configuration not stated) is listed as 3 | -0.085 | -8.5* | 1 | 0.9 | -1 | 4 | 5 | 15
